# HCMV inh: qHTS Assay for inhibitors of the human cytomegalovirus (HCMV) | HFF cells, HCMV-luciferase reporter, 72 h; hits give low values | activity change, negative = inhibition, % at 57.5 µM | 410,000 tested, 4.5% active; in the data active means activity change below about -60%; inconclusive means no clear call, values can overlap the other calls; inactive means above about -39%
#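 Screen run at 2 compound doses on HFFs infected with reporter HCMV, MOI 1 PFU/cell. Luciferase activity from cell lysates at 72 h post infection gave inhibition relative to buffer-only and Salinomycin wells.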
# FBPA Giardia inh: qHTS Assay for Inhibitors of Fructose-1,6-bisphosphate Aldolase from Giardia Lamblia; purified Giardia FBPA; A8B2U2; 290,000 tested, 0.71% active; AID 2451, 2010; Potency, µM (series often up to 59.6 µM), without a hit: at the top dose activity, negative = inhibition, hits mostly inhibitors; further: potency means the concentration at half of the fitted maximal effect; nearly all actives have a fitted effect of over 55% in size
# Target sequence (A8B2U2 whole entry, looked up): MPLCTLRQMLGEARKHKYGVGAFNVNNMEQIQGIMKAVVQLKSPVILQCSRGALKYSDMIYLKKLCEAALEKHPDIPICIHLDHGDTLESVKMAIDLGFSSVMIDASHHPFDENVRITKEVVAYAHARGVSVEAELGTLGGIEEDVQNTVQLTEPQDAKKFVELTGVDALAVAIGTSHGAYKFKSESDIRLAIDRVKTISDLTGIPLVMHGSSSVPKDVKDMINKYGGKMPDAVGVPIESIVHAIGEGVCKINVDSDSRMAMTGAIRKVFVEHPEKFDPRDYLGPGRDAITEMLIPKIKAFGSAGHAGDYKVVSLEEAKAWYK
#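 40 nM FBPA preincubated 10 min at RT with compound (up to 57.5 uM final), then substrate plus GAPDH/TPI/NAD/arsenate coupling and diaphorase/resazurin added. Fluorescence read after 20 min at RT, 525/598 nm.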
# AmpC no deterg: qHTS Inhibitors of AmpC Beta-Lactamase (assay without detergent). P00811. 330,000 tested, 0.52% active. AmpC nitrocefin hydrolysis, absorbance 480 nm, 0.0001% Triton. Potency, µM (titrated, usually from 57.1 µM), inactives show at the highest dose activity change, negative = inhibition, usual class: inhibitors. AID 485341, 2010;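 further: potency means the concentration at half of the fitted maximal effect; plate controls were no compound for no effect and no enzyme for full effect; nearly all actives have a fitted effect of over 20% in size; some results filed as inactive show a strong effect at the top dose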
# Target sequence (P00811 whole entry, looked up): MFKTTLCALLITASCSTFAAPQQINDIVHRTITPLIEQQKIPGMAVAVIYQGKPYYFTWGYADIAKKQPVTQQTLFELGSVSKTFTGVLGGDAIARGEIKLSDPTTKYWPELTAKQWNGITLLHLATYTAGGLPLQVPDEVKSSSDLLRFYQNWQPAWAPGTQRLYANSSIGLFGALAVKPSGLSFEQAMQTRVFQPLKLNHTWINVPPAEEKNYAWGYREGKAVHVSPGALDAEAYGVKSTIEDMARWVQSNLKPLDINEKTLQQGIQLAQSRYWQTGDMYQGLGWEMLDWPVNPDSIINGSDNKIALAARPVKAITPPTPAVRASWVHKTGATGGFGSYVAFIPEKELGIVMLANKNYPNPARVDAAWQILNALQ
#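 AmpC (5.3 nM in the dispensed reagent) in 20 mM phosphate pH 7.0 with 0.01% (detergent screen) or 0.0001% Triton X-100 was preincubated with compounds for 15 min at room temperature. Nitrocefin was then added from an 800 uM solution, and hydrolysis was followed at 480 nm.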
# AmpC detergent: qHTS Inhibitors of AmpC Beta-Lactamase (assay with detergent); P00811; AmpC hydrolysis of nitrocefin, absorbance 480 nm, 0.01% Triton; Potency, µM (series often up to 114 µM), without a hit: at the highest dose activity change, negative = inhibition, most hits filed as inhibitors; 370,000 tested, 0.041% active; AID 485294, 2010;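 further: potency means the concentration at half of the fitted maximal effect; 0% = no-compound wells and -100% = no-enzyme wells; nearly all actives have a fitted effect of over 25% in size; some results filed as inactive show a strong effect at the top dose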
#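 AmpC (5.3 nM in the dispensed reagent) in 20 mM phosphate pH 7.0 with 0.01% (detergent screen) or 0.0001% Triton X-100 was preincubated with compounds for 15 min at room temperature. Nitrocefin was then added from an 800 uM solution, and hydrolysis was followed at 480 nm.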
# AMA1-RON2 inh: qHTS for Inhibitors of AMA1-RON; Towards Development of Antimalarial Drug Lead: Primary Screen. 360,000 tested, 0.2% active. AlphaScreen AMA1-biotinylated RON2 peptide binding. AID 720542, 2013. Plasmodium falciparum AMA1 (3D7) - RON2 peptide interaction. Potency, µM (top dose mostly 58.2 µM), for inactives: at the highest dose activity change, negative = inhibition, hits mostly inhibitors;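 further: potency means the concentration at half of the fitted maximal effect; 0% = vehicle wells and -100% = peptide control; nearly all actives have a fitted effect of over 45% in size; some results filed as inactive show a strong effect at the top dose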
#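 AMA1 (3D7) with his tag at 25 nM final met compounds first, then biotinylated RON2 peptide at 25 nM; detection used donor plus acceptor beads, 10 µg/mL apiece, read by AlphaScreen after 30 min at room temperature.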
# Sm TGR block: qHTS Assay for the Inhibitors of Schistosoma Mansoni Peroxiredoxins; purified TGR, DTNB reduction, TNB absorbance 405 nm; AID 485364, 2010; 360,000 tested, 3% active; Schistosoma mansoni thioredoxin glutathione reductase (TGR), Q962Y6; Potency, µM (top dose mostly 114 µM), for inactives: top-dose activity change, negative = inhibition, most hits filed as inhibitors; further: potency means the concentration at half of the fitted maximal effect; nearly all actives have a fitted effect of over 60% in size
#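 First, TGR (20 nM dispensed) and NADPH were mixed with compound. Second, a 15 min room-temperature incubation followed. Third, further NADPH and then DTNB were added to start the reaction. Finally, TNB absorbance was monitored kinetically.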
# Active calls of the source: *; ? = inconclusive; / = no result given; [ ] = another dose, or the depositor's remark. Unless noted, the call rests on the fitted dose curve; in most records, active means well fitted curve in the direction sought with a large enough effect; inconclusive means small, poorly fitted or top-dose-only effect, or another doubt; inactive means no such curve, though single readings can be large; an effect the other way counts as inactive or inconclusive. Unless noted, on the % scale 0 is the no-effect control and ±100 the full control effect. Not a hit list. Share with any hit: about 7.8%.
# A first look, 2 compounds:
SMILES,HCMV inh,FBPA Giardia inh,AmpC no deterg,AmpC detergent,AMA1-RON2 inh,Sm TGR block
CCn1cc(C(=O)N[C@H](C(=O)NCCCO)C(C)C)c(=O)c2cc3c(cc21)OCO3,17,2%,8%,-8%,-4%,5%
CN(C)P(=O)(NC(=O)c1cccn1C)N(C)C,-2,2%,-9%,-4%,-5%,2%

# Main list, from the start:
SMILES,HCMV inh,FBPA Giardia inh,AmpC no deterg,AmpC detergent,AMA1-RON2 inh,Sm TGR block
CCn1cc(C(=O)N[C@H](C(=O)NCCCO)C(C)C)c(=O)c2cc3c(cc21)OCO3,17,2%,8%,-8%,-4%,5%
CN(C)P(=O)(NC(=O)c1cccn1C)N(C)C,-2,2%,-9%,-4%,-5%,2%
Cc1ccc(NC(=S)N(CCCN2CCC(C)CC2)Cc2ccco2)cc1C,-24,-1%,15%,-1%,3%,48%[activator]
Cc1ccc(-n2nc(C)c3c(C(=O)Nc4ccc(C)cc4Cl)cc(C)nc32)cc1,23,/,/,1%,/,3%
CCOc1ccc(N(C(C)C(=O)Nc2cc(Cl)ccc2OC)S(C)(=O)=O)cc1 (centres undefined),-10,/,/,8%,/,3%
CCc1ccccc1Nc1nn2c(=O)c3ccc(C(=O)NCc4ccc(C)cc4)cc3nc2s1,-15,/,/,13%,/,31%
Cc1ccc(/C=C(\NC(=O)c2ccccc2)C(=O)NCCc2ccccn2)o1,25,-18%,-2%,6%,24%,-34%
O=c1[nH][nH]c(=O)c2c(NS(=O)(=O)c3ccccc3)cccc12,-24,-10%,-28%,-8%,-6%,/
COc1cccc(-c2nc(CS(=O)(=O)CC(=O)NC3CCC(C)CC3)c(C)o2)c1 (centres undefined),-11,11%,96%[activator],?,-8%,-17%
CCc1nnc(NC(=O)CSc2nccn2Cc2ccccc2)s1,10,/,/,17%,/,4%
COc1cc(OC)c(NC(=O)CCn2cccn2)cc1Cl,-13,/,/,5%,/,7%
COc1ccc(-c2nnc(SCc3ccccn3)n2C)cc1,50,3%,-16%,-7%,5%,0%
Cc1cn2c(=O)cc(COc3cc(C)c(Cl)c(C)c3)nc2s1,15,/,/,5%,/,-3%
CSC(=S)N/N=C/c1c[nH]c2ccccc12,2,28%,-56%,0%,40%[activator],-17%
Cc1cc(C(=O)N2CCCC(Nc3ccccc3)C2)c2ccc(F)cc2n1 (centres undefined),15,-1%,20%,?,-5%,3%
CNC(=S)Nc1ccc(C)cc1,5,-1%,-2%,?,6%,-32%
COc1ccccc1NC(=O)C1=C(C)Nc2nc(SCc3ccccc3Cl)nn2C1c1ccncc1 (centres undefined),12,/,/,-3%,/,-11%
CC(=O)OC1(C(F)(F)F)Oc2ccccc2NC1=O (centres undefined),-2,-12%,-16%,0%,16%,-21%
O=C(NC(=S)NCc1cccnc1)c1ccccc1,-7,1%,-18%,1%,21%,-9%
O=C(CSc1nnnn1-c1ccc(Cl)cc1)NNC(=O)c1ccc([N+](=O)[O-])cc1,-14,0%,-34%,-8%,26%,-8%
NC(=O)CC(NC(=O)Cc1ccc(Br)cc1)c1ccc(NCCc2ccccc2F)c([N+](=O)[O-])c1 (centres undefined),113,-1%,-15%,1%,-7%,1%
COc1ccc(NS(=O)(=O)c2ccc(NC(=O)c3ccc(N(C)S(C)(=O)=O)cc3)cc2)cc1,-95*,0%,-31%,-8%,17%,4%
CC(=O)Nc1ccc(S(=O)(=O)NCC(=O)OC(C)c2ccccc2Cl)cc1 (centres undefined),-13,-3%,-37%,0%,6%,4%
Cn1cc(CCC(=O)N2CCCC(C(=O)c3ccc(C(C)(C)C)cc3)C2)cn1 (centres undefined),-1,0%,147%[activator],5%,-3%,-5%
CC(C)=CC(=O)OCC(=O)Nc1ccc(Cl)cn1,5,3%,-25%,-1%,3%,5%
CCOC(=O)C1CCCN(Cc2c(C(=O)N3CCCCC3)nc3c(C)cccn23)C1 (centres undefined),31,4%,57%,10%,8%,-9%
O=C(CN1C(=O)c2ccccc2C1=O)NCC(=O)OCC(=O)c1cccc([N+](=O)[O-])c1,-38,2%,-19%,1%,27%,-8%
O=C(NCCCN1CCOCC1)c1c(O)c2ccccc2[nH]c1=O,28,-9%,1%,-4%,10%,0%
N#C/C(=C\c1ccc2c(c1)OCO2)C(=O)NCc1ccco1,-32,10%,-6%,2%,-4%,12%
Cc1c(NC(=O)CN2C(=O)NC(C)(c3ccc4c(c3)OCCO4)C2=O)c(=O)n(-c2ccccc2)n1C (centres undefined),31,1%,-15%,-6%,8%,-13%

# Ordered by count of non-hydrogen atoms (lowest first): some entries from above.
SMILES,HCMV inh,FBPA Giardia inh,AmpC no deterg,AmpC detergent,AMA1-RON2 inh,Sm TGR block
CNC(=S)Nc1ccc(C)cc1,5,-1%,-2%,?,6%,-32%
COc1cc(OC)c(NC(=O)CCn2cccn2)cc1Cl,-13,/,/,5%,/,7%
Cn1cc(CCC(=O)N2CCCC(C(=O)c3ccc(C(C)(C)C)cc3)C2)cn1 (centres undefined),-1,0%,147%[activator],5%,-3%,-5%
COc1cccc(-c2nc(CS(=O)(=O)CC(=O)NC3CCC(C)CC3)c(C)o2)c1 (centres undefined),-11,11%,96%[activator],?,-8%,-17%
COc1ccc(NS(=O)(=O)c2ccc(NC(=O)c3ccc(N(C)S(C)(=O)=O)cc3)cc2)cc1,-95*,0%,-31%,-8%,17%,4%
Cc1c(NC(=O)CN2C(=O)NC(C)(c3ccc4c(c3)OCCO4)C2=O)c(=O)n(-c2ccccc2)n1C (centres undefined),31,1%,-15%,-6%,8%,-13%

# The list goes on.
SMILES,HCMV inh,FBPA Giardia inh,AmpC no deterg,AmpC detergent,AMA1-RON2 inh,Sm TGR block
CC(C)CCNC(=O)CN(Cc1ccc(F)cc1)C(=O)CCC(=O)Nc1ccccn1,3,2%,83%[activator],4%,-10%,5%
O=C(O)CCCNc1cc(N2CCN(C3CCCCC3)CC2)c2noc3c2c1C(=O)c1ccccc1-3,-25,/,/,9%,/,0%
O=C(COC(=O)c1ccc(Br)o1)Nc1ncc([N+](=O)[O-])s1,-15,/,-34%,6%,50%[activator],?
COc1ccc(C(=O)CC2SC(N)=NC2=O)cc1 (centres undefined),-30,1%,-10%,9%,12%,-3%
O=S(=O)(c1ccc(Cl)cc1)N1CCCC(C(F)(F)F)C1 (centres undefined),4,1%,-20%,1%,5%,/
CCOc1ccc(NC(=O)CC2CC(C)(C)OC2=O)cc1 (centres undefined),35,0%,-7%,-9%,29%,6%
CCCOc1ccc(N2C(=O)CC(N3CCC(c4nncn4CC)CC3)C2=O)cc1 (centres undefined),31,14%,/,-2%,-9%,?
Cc1cccc(C(=O)NCC(=O)NC(C)c2ccc(-n3ccnc3)cc2)c1 (centres undefined),-12,/,-27%,-7%,3%,-3%
COc1ccc(-n2ncc3c(NCc4ccc5c(c4)OCO5)ncnc32)cc1,10,12%,-23%,3%,-13%,7%
O=c1nc2c(-c3ccccc3F)n[nH]n2c2ccccc12,279,-15%,-14%,-4%,-10%,1%
CC(=O)C1=C(C)NC2(O)c3ccccc3C(=O)C12O (centres undefined),0,-30%,-10%,3%,22%,-26%
C=CCn1cc(/C=N/NC(=O)COc2cccc3cccnc23)c2ccccc21,-10,1%,101%[activator],-5%,-17%,-11%
CCOc1ccccc1-n1c(N)c(C(=O)OC)c2nc3ccccc3nc21,15,/,/,6%,/,-3%
COc1ccc(NC(=O)N2CCCC2C(=O)Nc2ccccc2)cc1 (centres undefined),26,6%,-23%,-2%,3%,6%
C#CCOC(=O)/C(=C/c1ccc(F)cc1)NC(C)=O,-14,3%,-3%,4%,12%,-5%
COc1ccc(NC(=O)C2CCCN2C(=O)NCc2ccccc2)c(OC)c1 (centres undefined),5,1%,-8%,?,-15%,-1%
O=C(CN(C1CCCCC1)S(=O)(=O)c1ccc(F)cc1)NC1CC1,35,-4%,17%,?,-2%,2%
Oc1ccccc1/C=N/NC(=S)NC1CC2CC1C1C=CCC21 (centres undefined),-20,5%,-60%,-4%,41%[activator],6%
Cc1ccc(C2CC(c3ccco3)=NN2S(C)(=O)=O)cc1 (centres undefined),-32,-2%,-22%,-2%,3%,?
COc1ccc(Cl)cc1NC(=O)c1cccnc1,-19,-3%,-14%,-13%,6%,5%[11.4 µM]
CCn1cc(Br)c(C(=O)N(C)Cc2ccccc2)n1,-14,-2%,-14%,?,0%,-10%
Nc1cc(C(=O)OCC(=O)NNC(=O)c2ccccc2F)ccc1Cl,16,/,3%,/,91%[activator],/
CN(C)CCCN(C(=O)c1ccc(S(=O)(=O)N2CCc3ccccc32)cc1)c1nc2ccc(F)cc2s1,8,/,123%[activator],7%,-23%,9%
O=C(O)C1C(c2ccccc2)C(C(=O)OCCCO)C1c1ccccc1 (centres undefined),21,10%,-28%,-14%,2%,-6%[11.4 µM]
COc1ccc(NS(=O)(=O)c2cccc(C(=O)NCC3(N4CCOCC4)CCCCC3)c2)cc1,-67*,/,-14%,0%,-8%,8%
Cc1cc(NC(=O)COC(=O)c2c(C)nn(Cc3ccccc3Cl)c2C)no1,-21,9%,-23%,1%,1%,3%
C/C(=N\N1CCCCCC1)c1c(O)n(-c2ccc(C)cc2)c(=O)[nH]c1=O,-37,0%,-24%,3%,-16%,0%
COc1ccc(C(=O)NCc2ccc3c(c2)OCO3)c(OC)c1,7,-4%,-15%,-7%,-4%,-1%
CCOc1ccc(N(CC)S(=O)(=O)N2CCCC(C(=O)Nc3ccc(OC)c(OC)c3)C2)cc1 (centres undefined),-4,/,/,-8%,/,-17%
CNC(=O)c1cc(S(=O)(=O)N2CC(C)OC(C)C2)ccc1N1CCOCC1 (centres undefined),-2,8%,-9%,4%,-7%,-28%
O=[N+]([O-])c1cccc(/C([O-])=C(/C(=S)Nc2cccc3ccccc23)[n+]2ccccc2)c1,-1,-56%,-29%,13%,8%,-25%
Cc1cc(C)cc(NC(=O)C2CCN(S(=O)(=O)c3c(C)noc3/C=C/c3ccco3)CC2)c1,-38,/,/,4%,/,-2%
O=C(Nc1cccnc1)c1ccc(S(=O)(=O)c2ccccc2)cc1,?,4%,-8%,4%,11%,0%
CN1CCN(CCOc2cccc(Cl)c2)CC1,45,-8%,-31%,0%,-4%,1%
N#Cc1c(NC(=O)c2cnn3cccnc23)sc2c1CCCC2,-15,1%,-17%,-2%,-2%,/
O=C(OCC(=O)N1CCCCCC1)c1ccc(Cl)nc1,-7,/,5%,/,-3%,/
O=C(NCc1ccc(F)cc1)C1CCCN1C(=O)Nc1ccc(Cl)cc1 (centres undefined),-19,-4%,-18%,-2%,-1%,2%
CNC(=O)c1cn(-c2ccccc2)c(=O)c2ccccc12,8,7%,-2%,1%,1%,12%

# Bioassay records: PubChem BioAssay, National Center for Advancing Translational Sciences (NCATS)
